# Screens from PubChem BioAssay.
# PI4K2A block – PI4K2A (human) kinase inhibition; Q9BTU6; purified PI4K2A, ADP-Glo luminescence, 1 h; active compounds read low; activity change, negative = inhibition, % at 76.9 µM; 420,000 compounds, 0.13% hits; AID 1346378; in the data active means activity change below about -50%; inconclusive means mostly about -30% to -49%;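 further: -100% = wells without enzyme as full effect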
#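 ADP-Glo luminescence measured ADP generated by PI4K2A enzyme (4 ug/mL before mixing) with 1.2 mM PI substrate (pre-mix) and 300 microM ATP (pre-mix). Tris pH7.5 buffer with MgCl2, Triton X-100; 1 h reaction at ambient temperature.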
# Pin1 inh – blocks the human prolyl isomerase Pin1. Q13526. Pin1 FP peptide displacement, HiFluor488, 10 min. Potency, µM (doses to about 115 µM), for inactives: top-dose activity, negative = inhibition, usual class: inhibitors. 390,000 compounds, 0.009% hits. AID 504891; active means well fitted inhibition curve with a large enough effect in the polarisation, with a control signal flat, not every such curve was filed as active; inconclusive means small, poorly fitted or top-dose-only effect, or effect the other way, or a change in a side signal; inactive means no such curve, though single readings can be large or run the other way; the % refers to the polarisation; further: potency means the concentration at half of the fitted maximal effect; on the % scale 0 is the no-effect control and ±100 the full control effect
# HP1b binding inh – HP1-beta chromodomain-methylated histone interaction inhibition; 390,000 compounds, 0.56% hits; AlphaScreen HP1-beta / biotin-H3K9me3 peptide binding; Potency, µM (highest dose often 114 µM), for inactives: at the highest dose activity change, negative = inhibition, hits mostly inhibitors; AID 540317; P83916; further: potency means the concentration at half of the fitted maximal effect; nearly all actives have a fitted effect of over 70% in size; inactives centre near 23
# Target sequence (P83916 whole entry, looked up): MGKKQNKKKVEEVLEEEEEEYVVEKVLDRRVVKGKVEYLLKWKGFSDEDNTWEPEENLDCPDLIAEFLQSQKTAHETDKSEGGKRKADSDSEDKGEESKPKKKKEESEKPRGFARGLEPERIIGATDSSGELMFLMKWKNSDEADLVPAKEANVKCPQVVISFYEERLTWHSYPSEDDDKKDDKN
#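 Compound inhibition of the preformed complex between 50 nM HP1-beta and 50 nM biotinylated H3K9me3 peptide was read by AlphaScreen. Buffer was PBS pH 7.4 with 0.01% Tween-20. Incubations ran 30 min at room temperature, with 10 ug/mL donor/acceptor beads.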
# PGK inhibitor – inhibitors of T. brucei phosphoglycerate kinase. PGK/GAPDH coupled, Kinase-Glo luminescence, 60 min. Potency, µM (highest dose often 57.5 µM), without a hit: at the highest dose activity change, negative = inhibition, hits mostly inhibitors. 380,000 compounds, 0.043% hits. AID 602233; further: potency means the concentration at half of the fitted maximal effect; on the % scale 0 is the no-effect control and ±100 the full control effect; nearly all actives have a fitted effect of over 60% in size
# Target sequence (P07378 whole entry, looked up): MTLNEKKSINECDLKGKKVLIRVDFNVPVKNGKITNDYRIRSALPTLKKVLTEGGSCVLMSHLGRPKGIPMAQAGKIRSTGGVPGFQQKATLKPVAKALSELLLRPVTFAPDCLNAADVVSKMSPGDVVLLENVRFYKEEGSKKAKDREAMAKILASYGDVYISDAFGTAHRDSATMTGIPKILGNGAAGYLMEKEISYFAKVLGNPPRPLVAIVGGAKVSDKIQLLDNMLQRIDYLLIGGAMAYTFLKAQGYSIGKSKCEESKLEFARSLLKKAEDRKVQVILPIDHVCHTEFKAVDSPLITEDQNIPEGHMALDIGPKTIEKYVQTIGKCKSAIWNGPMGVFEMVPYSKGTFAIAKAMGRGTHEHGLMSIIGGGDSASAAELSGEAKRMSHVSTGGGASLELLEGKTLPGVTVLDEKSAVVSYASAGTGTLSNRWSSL
#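 Luminescent ATP detection (Kinase-Glo Plus) follows a 60-minute room-temperature incubation, with wells lacking PGK as controls. Buffer: 100 mM TEA (pH 7.6), 5 mM MgCl2, 0.01% Tween-20. Coupling enzyme GAPDH (100 nM final) supplies unstable 1,3-BPG in-well.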
# POLH inh – DNA polymerase eta (human) inhibition | recombinant Pol eta, fluorescent DNA replication assay | 390,000 compounds, 1.2% hits | Potency, µM (highest dose often 114 µM), without a hit: at the highest dose activity change, negative = inhibition, actives largely listed as inhibitors; further: potency means the concentration at half of the fitted maximal effect; on the % scale 0 is the no-effect control and ±100 the full control effect
#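 Pol eta at 10 nM preincubated with compounds 15 min at room temperature; reaction started with fluorescent substrate (50 nM final) and read kinetically at 0 and 10 min.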
# G9a inh – G9a (human) methyltransferase inhibition; G9a H3K9 monomethylation, AlphaScreen, 2 h; Potency, µM (top dose mostly 102 µM), inactives show top-dose activity, negative = inhibition, most hits filed as inhibitors; 350,000 compounds, 8.8% hits; AID 504332; further: potency means the concentration at half of the fitted maximal effect; on the % scale 0 is the no-effect control and ±100 the full control effect; nearly all actives have a fitted effect of over 75% in size
# Target sequence (Q96KQ7 913-1193 limits assumed): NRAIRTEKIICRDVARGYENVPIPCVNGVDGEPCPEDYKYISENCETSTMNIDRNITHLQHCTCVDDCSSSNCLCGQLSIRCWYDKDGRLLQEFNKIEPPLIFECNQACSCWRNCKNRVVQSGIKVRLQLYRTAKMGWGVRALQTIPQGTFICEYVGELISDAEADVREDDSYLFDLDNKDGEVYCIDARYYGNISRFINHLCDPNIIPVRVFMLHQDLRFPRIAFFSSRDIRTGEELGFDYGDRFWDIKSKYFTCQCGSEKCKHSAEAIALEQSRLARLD
#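 AlphaScreen read-out: biotin-H3K9 peptide (500 nM) methylation by 20 nM enzyme with 20 uM SAM, 2 h at room temperature after 15 min compound preincubation; anti-monomethyl H3K9 antibody plus donor/acceptor beads, 10 min dark.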
# BAZ2B block – blocks human BAZ2B; Q9UIF8; AlphaScreen BAZ2B-H3K14Ac peptide displacement; 360,000 compounds, 4.4% hits; Potency, µM (doses to about 114 µM), inactives show top-dose activity change, negative = inhibition, usual class: inhibitors; further: potency means the concentration at half of the fitted maximal effect; on the % scale 0 is the no-effect control and ±100 the full control effect; nearly all actives have a fitted effect of over 60% in size
#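 Protein-peptide AlphaScreen: BAZ2B 50 nM, b-H3K14Ac 50 nM, 1x PBS pH 7.4 + 0.01% Tween-20. Preincubation 30 min RT; cpd 30 min RT (top 110 uM); beads 20 min RT, light-protected.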
# JMJD2A Tudor inh – inhibitors of human JMJD2A Tudor domain. O75164. AlphaScreen JMJD2A-Tudor / H3K4me3 peptide binding. Potency, µM (highest dose often 114 µM), inactives show at the top dose activity change, negative = inhibition, actives largely listed as inhibitors. 390,000 compounds, 4.4% hits; further: potency means the concentration at half of the fitted maximal effect; on the % scale 0 is the no-effect control and ±100 the full control effect; nearly all actives have a fitted effect of over 50% in size
# GLS inhibitor – glutaminase GLS (human) inhibition | GLS enzymatic activity, qHTS titration | Potency, µM (series often up to 45.5 µM), for the others: at the top dose activity change, negative = inhibition, hits mostly inhibitors | 410,000 compounds, 0.21% hits; further: potency means the concentration at half of the fitted maximal effect; on the % scale 0 is the no-effect control and ±100 the full control effect
#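 Enzyme dispensed in phosphate buffer (45 mM, pH 8.2, 0.02% Tween-20), compounds pinned in, then 1 mM L-glutamine solution and the glutamate oxidase–HRP–Amplex Red mix added; fluorescence read immediately and again after 30 min at room temperature.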
# An asterisk follows results filed as active; i = inactive; ? = inconclusive; . = no result given; [ ] = dose if it differs, or a comment. Unless noted, the call rests on the fitted dose curve; in most records, active means well fitted curve in the direction sought with a large enough effect; inconclusive means small, poorly fitted or top-dose-only effect, or another doubt; inactive means no such curve, though single readings can be large; an effect the other way counts as inactive or inconclusive.
SMILES,PI4K2A block,Pin1 inh,HP1b binding inh,PGK inhibitor,POLH inh,G9a inh,BAZ2B block,JMJD2A Tudor inh,GLS inhibitor
Cc1ccc(-c2nc3ccccc3c(=O)n2CCCn2ccnc2)cc1,6,-1%,6%,-5%,6%,-34%[12.7 µM],15%,-10%,-1%
C=CCn1c(COc2ccccc2)nnc1SCC(=O)Nc1ccc(S(N)(=O)=O)cc1,9,-1%,9%,1%,-15%,?,4%,-12%,7%
C=CCNC(=O)c1ccc2c(=O)n(CCCN3CCCC3=O)c(=S)[nH]c2c1,1,-1%,11%,i,-3%,?,?,50µM*,-4%
CCOC(=O)N1CCC(NC(=O)CS(=O)Cc2nc(-c3ccc(C)cc3)oc2C)CC1 (stereo not given),-4,0%,23%,2%,6%,-17%,-9%,-6%,1%
CCOc1ccccc1NC(=O)Cn1c(=O)c(OCC)nc2cnccc21,-2,3%,48%[activator],-9%,-15%,52%[activator],-14%,12%,-4%
O=C(Nc1ccc(F)c(Cl)c1)c1cc(S(=O)(=O)N2CCCc3ccccc32)ccc1F,-2,18%,51%[activator],11%,-15%,29%[59 µM],12%,-10%,-13%
O=[N+]([O-])c1ccc(OCC(O)CN(C2CCCCC2)C2CCCCC2)cc1 (stereo not given),-1,3%,31%,-8%,-11%,4%[59 µM],-3%,-9%[57.1 µM],16%
COc1ccc(C2C(=O)N(C3CCC(C)CC3)CC(=O)N2Cc2ccc(C)cc2)cc1OC (stereo not given),7,1%,19%,17%,-19%,6%[59 µM],-14%,-13%,1%
FC(F)(F)c1cc(-c2ccco2)nc(NCCc2ccccc2)n1,4,?,116%[activator],-3%,-9%,127%[activator],31%[57.1 µM],80%[activator],4%
Cc1ccc(CCNC(=O)C2CCN(S(=O)(=O)N3CCCC3)CC2)cc1,2,1%,21%,-8%[11.5 µM],-11%,13%[12.7 µM],4%,-3%,-9%
CC(Sc1nc(-c2ccc(F)cc2)cs1)C(=O)Nc1ccc(Cl)cn1 (stereo not given),6,2%,16%,-1%,-7%,6%[59 µM],3%,-4%,9%
CCC(=O)Nc1ccc(NC(=O)CSc2nnnn2Cc2ccccc2)cc1C,0,2%,18%,-2%,-19%,3%,3%,-4%,0%
O=C(COC(=O)/C=C/c1cccc(Cl)c1)NCCc1ccccc1,3,3%,11%,1%,-19%,4%[59 µM],3%,?,5%
S=c1[nH]nc(-c2ccncc2)n1/N=C/c1cn(-c2ccccc2)nc1-c1ccccc1,0,-4%,65%[activator],4%,0%,?,21%,-18%,8%
COCCn1c(=NC(=O)c2nc3ccccc3s2)sc2cc(S(C)(=O)=O)ccc21,-3,-2%,26%,-8%,-9%,14%[59 µM],-7%,-8%,-6%
CC(=O)Nc1ccc(S(=O)(=O)NNC(=O)COc2cccc3ccccc23)cc1,3,-1%,21%,-5%,3%,2%,-4%,-15%,12%
CCN(CC)S(=O)(=O)c1ccc(OC)c(NC(=O)c2cn(CC)c3nc(C)ccc3c2=O)c1,-2,0%,23%,-5%,-9%,13%[12.7 µM],1%,-12%,0%
COc1ccc(C(CC(=O)NCc2ccccc2)Sc2n[nH]c(-c3ccccc3)n2)cc1 (stereo not given),-1,5%,43%[activator],-3%,1%,1%,4%,-9%,-4%
CCCCN(CC)C(=O)c1nn(C)c2c1CSc1ccccc1-2,12,3%,21%,-7%,-19%,?,?,?,9%
COc1ccc(CCNC(=O)CSc2nc(C)cc(C)n2)cc1OC,0,0%,22%,-3%,-8%,-20%,-19%,3%,-3%
Cc1cc(C)n(-c2nc3ccccc3c(=O)n2OCC(=O)Nc2c(C)cccc2C)n1,-6,1%,28%,i,-15%,12%[59 µM],-1%,5%,1%
CNC(=S)N1CCC(n2cnc3ccccc32)CC1,0,1%,34%,-9%,-3%,.,-6%,-19%,4%
CCOC(=O)c1sc(NC(=O)c2cc(-c3ccc(C)cc3)nc3ccccc23)c(C#N)c1C,3,7%,?,-6%,-4%,5.6µM*,0%,79µM*,-14%
Cc1cccnc1NC(=O)CNC(=O)COc1ccccc1,0,0%,23%,i,-4%,5%,-16%,-10%,-3%
O=C1OC(c2ccccc2)=C/C1=C/N1CCCCC1,-3,1%,-22%,.,7%,?,50µM*,?,23%

# (cont.)
SMILES,PI4K2A block,Pin1 inh,HP1b binding inh,PGK inhibitor,POLH inh,G9a inh,BAZ2B block,JMJD2A Tudor inh,GLS inhibitor
COc1ccc(OCC(=O)NNC(=S)NC(=O)c2ccc(Br)o2)cc1,-3,0%,-17%,-7%,-21%,22µM*,-10%,-24%,21%
COc1ccc2cc(C(=O)Nc3ccc(Cl)cc3)sc(=O)c2c1OC,3,10%,-9%,-13%,-11%,?,-32%,-13%,9%
CC(C)Cn1c(/C=C/c2ccco2)nc2ccccc21,3,16%,8%,-4%,-7%,7.9µM*,-35%,-16%,0%
CCOc1ccc2nc(SCC(=O)NC3CCS(=O)(=O)C3)[nH]c2c1 (stereo not given),4,-4%,25%,-1%,10%,?,.,-5%,6%
O=C(c1ccc(Cl)cc1)N1CCN(c2ccc(N3CCOCC3)nn2)CC1,2,.,.,i,-12%,.,.,.,3%
O=C(NCCc1ccccc1)c1ccc(Cn2c(=O)c3cccn3c3cccnc32)cc1,1,-9%,11%,-13%,-4%,4%[59 µM],?,-28%,6%
CCc1ccc(NC(=S)N(CCCN2CCN(C)CC2)Cc2cccs2)cc1,-4,1%,1%,i,-8%,-4%[59 µM],-2%,-19%,-10%
COC(=O)CC1C(=O)NCCN1C(=O)c1cc(OC)c(OC)cc1OC (stereo not given),1,-2%,44%,-4%,-12%,6%,-6%,3%,-4%
Cc1cccc(Cn2c(=O)n(-c3ccc(CC(=O)NCc4ccco4)cc3)c(=O)c3sccc32)c1,-2,24%,20%,-8%,0%,-7%,62%[activator],-12%,12%
OCC1OC(n2cnc3c(=S)nc[nH]c32)C(O)C1O (stereo not given),.,-1%,?,.,.,16µM*,.,20µM*,6%
O=C(/C=C/c1ccc([N+](=O)[O-])cc1)NCc1ccccn1,-2,6%,30%,0%,-13%,-11%,-7%,-7%,13%
COc1cc(/C=C2\OC(=O)c3c(OC)cccc32)ccc1O,5,1%,27%,-3%,-14%,14%[59 µM],42%[activator],5%,-6%
CC(C)C[C@@]12C(=O)N(c3cccc(Cl)c3)C(=O)N1[C@H](c1ccc(Cl)cc1)[C@@H]1C(=O)N(C3CCCCC3)C(=O)[C@@H]12,5,13%,29%,-2%,-14%,9%[2.33 µM],3%,-11%,-3%
COc1ccc(Nc2nc(OC)nc(N3CCOCC3)n2)cc1,-2,1%,26%,8%,2%,2%,-12%,0%,-4%
Cn1cc(/C=N\NC(=O)c2cccs2)c2ccccc21,3,3%,8%,i,-15%,16%,-2%,-1%,6%
COc1ccc(OC)c(C2C(C(C)=O)=C(O)C(=O)N2Cc2cccnc2)c1 (stereo not given),2,-1%,27%,-3%[11.5 µM],-2%,?,?,-10%,-1%
O=[N+]([O-])c1cc(S(=O)(=O)N2CCOCC2)ccc1N1CCCC1,3,?,10%,9%,-9%,-21%,-1%,-18%,8%
CC1(C)NC(=O)N(CC(O)CNC23CC4CC(CC(C4)C2)C3)C1=O (stereo not given),1,3%,20%,-8%,3%,-8%[59 µM],-10%,-3%[57.1 µM],0%
COc1cccc(COC(=O)c2ccc(-c3nnn(Cc4cccc(OC)c4)n3)cc2)c1,-6,0%,94%[activator],.,.,46%[activator][59 µM],21%,36%[activator],-11%
CCC(=O)Nc1cc(-c2nn(C)c(=O)c3ccccc23)ccc1OC,0,1%,28%,7%,-5%,5%[12.7 µM],-5%,-5%,2%
CCCn1nnnc1NCc1ccc(N(CC)CC)cc1,1,3%,0%,-1%,-5%,16µM*,?,-26%,30%
CCOC(=O)CC1(NC(=O)c2cc(COc3ccc(F)c(F)c3)on2)CCCCC1,-3,3%,67%[activator],-3%,-9%,84%[activator],-5%[57.1 µM],55%[activator],7%
CCCC(=O)Nc1cccc(Oc2nc(C)cc(C)c2C#N)c1,9,0%,15%,-4%,0%,18%,-5%,-3%,4%
CC(Sc1nn(-c2ccccc2)c(=S)s1)C(=O)NCC1CCCO1 (stereo not given),-4,7%,34%,i,-10%,18%[12.7 µM],7%,-19%,-3%
COc1ccccc1N1CCN(S(=O)(=O)CCNC(=O)c2ccc(Br)o2)CC1,-7,3%,48%[activator],-6%,2%,-8%,-16%,11%,29%
Cc1cc(=O)oc2cc(NC(=O)C(C)N3C(=O)C4CCCCC4C3=O)ccc12 (stereo not given),1,4%,28%,-6%,-20%,1%[2.33 µM],2%,-11%,-11%
COc1ccc(NS(=O)(=O)c2cc(NC(=O)c3cc(F)c(F)cc3Cl)ccc2N2CCOCC2)cc1,2,16%,21%,-10%,-20%,.,.,-5%,4%
O=C(CN(C(=O)C1CSC(=O)C1)c1ccccc1F)NCc1ccc2c(c1)OCO2 (stereo not given),-2,-5%,16%,-4%,-12%,10%,4%,-11%,-2%
CCC[C@@H](CN1CCC[C@H]1CN1C(N)=NC[C@@H]1Cc1ccccc1)N1C[C@@H]([C@H](C)CC)N(CCc2ccc(Cl)c(Cl)c2)C1=N,-1,4%,14%,1%,-12%,.,.,?,11%

# A portion of the library. The share of hits here may be higher or lower than overall.
